Compound activity deposited in PubChem by several laboratories.
HCV NS3 hel inh – blocks Hepatitis C virus NS3 helicase unwinding; actives 0.56% (n = 290,000); NS3 helicase DNA unwinding, Cy5 molecular beacon fluorescence; inhibition, % at 10.9 µM;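 active = inhibition above the mean of all tested compounds plus 3 SD, set per campaign, cut at about 35% in these data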;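 also: 0% = DMSO wells and 100% = thioflavine S control wells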
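System: HCV NS3 helicase fragment; control set: DMSO and thioflavine S; technique: Cy5 fluorescence at 0 and 60 min, beacon hairpin quenching; reagent: beacon DNA duplex substrate plus ATP; replicates: singlicate; schedule: 1 h reaction at 25 °C, ATP-initiated; medium: MOPS buffer pH 6.5 with MgCl2, DTT, Tween20, BSA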
pCIP destab – compounds decreasing mouse p/CIP protein stability | decrease of EGFP signal, % at 10 µM | actives 0.01% (n = 290,000) | F442A p/CIP-EGFP cells, EGFP fluorescence, 16 h;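 active = EGFP signal decrease of at least 30% at 10 µM or well 3 SD below plate mean, unless failing retest; inactive = the rest, including hits failing retest or dose response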; also: some compounds called inactive have numbers as strong as hits; many of its hits are not listed in these tables
PHOSPHO1 block – inhibitors of human PHOSPHO1 phosphatase; inhibition, % at 13.3 µM; recombinant PHOSPHO1, absorbance phosphatase assay; actives 1.1% (n = 290,000); Q8TCT1; in the data active = inhibition above about 60%
Target sequence (Q8TCT1 whole entry, looked up): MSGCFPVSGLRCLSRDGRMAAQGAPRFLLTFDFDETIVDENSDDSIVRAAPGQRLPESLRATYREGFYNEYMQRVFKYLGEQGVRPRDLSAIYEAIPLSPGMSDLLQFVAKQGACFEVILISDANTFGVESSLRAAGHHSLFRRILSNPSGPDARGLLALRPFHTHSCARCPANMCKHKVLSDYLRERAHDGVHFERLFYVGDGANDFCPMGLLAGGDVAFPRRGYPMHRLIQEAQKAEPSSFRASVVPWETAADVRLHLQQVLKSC
IMP-1 inhibitor – blocks Pseudomonas aeruginosa IMP-1 metallo-beta-lactamase; purified IMP-1, nitrocefin hydrolysis, epi-absorbance fluorescence; inhibition, % at 5.6 µM; actives 0.45% (n = 290,000); AID 1556;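 active = inhibition above the mean plus 3 SD of all compounds in the same screening run, cut at about 4.5% in these data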;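 also: 0% = IMP-1 with DMSO and 100% = DMSO wells lacking enzyme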
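System: purified IMP-1 / Input: IMP-1 dispensed at 0.2 nM / Medium: 50 mM HEPES pH 7.1, 50 µM ZnSO4, 0.05% Brij 35 / Timing: 15 min enzyme–compound preincubation, then 25 min nitrocefin reaction, 25 °C / Technique: plate fluorescence quenching by hydrolysis product, ex 480/em 530 nm / Repeats: singlicate testing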
IDE cell activ – activators of human insulin-degrading enzyme in cells; P14735; HEK cells, FAbeta-B cleavage, fluorescence polarization; 0% vehicle, 100% cell-free pure enzyme wells; activation, % at 5.96 µM; actives 0.073% (n = 340,000);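 active = activation above the mean of all tested compounds plus 3 SD, set per screening campaign, cut at about 17% in these data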
FID counter – displaces DNA intercalator in HCV helicase counter-screen | AID 1845 | DNA fluorescent intercalator displacement, fluorescence | actives 0.17% (n = 290,000) | inhibition, % at 7.9 µM; in the data active = inhibition above about 37%;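 also: 0% = vehicle and 100% = reference compound; higher means more ethidium bromide displaced from hairpin DNA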
VIM-2 inh – inhibitors of Pseudomonas aeruginosa VIM-2 metallo-beta-lactamase | purified VIM-2, nitrocefin hydrolysis, epi-absorbance fluorescence | inhibition, % at 5.6 µM | actives 0.89% (n = 290,000) | AID 1527;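 active = inhibition above the mean of all tested compounds plus 3 SD, cutoff set per screening run, cut at about 7.5% in these data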;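 also: red hydrolysis product quenches plate fluorescence so inhibitors raise well fluorescence; 0% = enzyme with DMSO and 100% = DMSO without enzyme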
UBC9 SUMO inh – inhibitors of human SUMOylation (UBC9); P63279; HTRF SUMOylation assay, SAE1/SAE2 + UBC9, in vitro; inhibition, % at 35 µM; actives 0.36% (n = 290,000); AID 2006; in the data active = inhibition above about 50%, passing the limit was not always enough; also: strong numbers were not always called active
Target sequence (P63279 whole entry, looked up): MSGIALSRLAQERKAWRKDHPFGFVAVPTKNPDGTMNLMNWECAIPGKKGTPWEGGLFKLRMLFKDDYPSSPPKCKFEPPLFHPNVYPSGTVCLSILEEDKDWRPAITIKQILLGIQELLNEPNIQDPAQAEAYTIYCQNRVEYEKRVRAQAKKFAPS
MEKK3 PB1 HTS – raises or lowers MEK5 binding to the human MEKK3 PB1 domain; AID 1529; binding response (% of control), % at 10 µM; Q99759; bead-based flow cytometry, Alexa488-MEK5 binding to MEKK3; actives lie on both sides; 0 = blocked by unlabeled MEK5, 100 = vehicle; actives 1.4% (n = 290,000);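 active = binding response more than 3 SD above or below the average of its plate-row segment, actives on both sides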;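 also: Alexa488 bead fluorescence after subtracting the streptavidin-only scavenger bead signal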
Target sequence (Q99759 whole entry, looked up, the tested form may be a part): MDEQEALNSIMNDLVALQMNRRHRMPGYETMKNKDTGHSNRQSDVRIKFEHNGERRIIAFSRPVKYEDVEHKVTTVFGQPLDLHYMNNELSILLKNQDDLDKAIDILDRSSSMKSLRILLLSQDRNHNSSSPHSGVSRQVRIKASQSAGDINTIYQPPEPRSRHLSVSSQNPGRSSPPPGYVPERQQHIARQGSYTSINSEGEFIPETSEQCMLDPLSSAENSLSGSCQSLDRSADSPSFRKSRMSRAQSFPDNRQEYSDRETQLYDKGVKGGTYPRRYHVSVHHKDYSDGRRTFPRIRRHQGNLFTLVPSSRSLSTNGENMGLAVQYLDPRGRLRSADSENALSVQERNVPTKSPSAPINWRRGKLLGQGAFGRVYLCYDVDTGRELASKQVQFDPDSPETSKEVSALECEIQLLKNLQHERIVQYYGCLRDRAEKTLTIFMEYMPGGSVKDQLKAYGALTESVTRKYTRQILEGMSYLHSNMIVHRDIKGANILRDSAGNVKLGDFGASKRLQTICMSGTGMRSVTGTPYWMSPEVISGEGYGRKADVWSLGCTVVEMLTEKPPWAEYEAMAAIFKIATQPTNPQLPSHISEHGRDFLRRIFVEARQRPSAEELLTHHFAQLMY
* marks the source's active call; other numbers are inactive results; x = no result given; [ ] = dose if it differs, or a comment. These rows are one share of the data; rates above refer to the full screens.

SMILES | HCV NS3 hel inh | pCIP destab | PHOSPHO1 block | IMP-1 inhibitor | IDE cell activ | FID counter | VIM-2 inh | UBC9 SUMO inh | MEKK3 PB1 HTS
CC1c2cc3c(cc2CCN1C(=O)c1cccc(F)c1)OCCCO3 (stereo not given) | -5 | -16 | 32 | -1.6 | -17 | -35 | -0.5 | 16 | 99
NC(=O)c1ccc(NC(=O)C2CC2)cc1 | 3 | -4 | 2 | -2.2 | 4 | 1 | -2.9 | 8 | 100
CCNc1c(NS(=O)(=O)c2ccc(F)c(Cl)c2)c(=O)oc2ccccc12 | -8 | 8 | 22 | -1.2 | 5 | -7 | -0.9 | -5 | 101
CCN1CCN(C(=S)NC(CC(=O)c2ccccc2)c2ccccc2)CC1 (stereo not given) | -25 | 8 | -4 | -2.0 | 7 | 12 | -2.8 | 0 | 98
CC(Sc1ccc(Cl)cc1)C(=O)Nc1ccc2c(c1)OCO2 (stereo not given) | -11 | 3 | 2 | -1.4 | 2 | -4 | -1.9 | 4 | 108
COc1ccc(CNC(=O)CC(C)c2ccccc2)cc1 (stereo not given) | 2 | 9 | 4 | -2.9 | -5 | -8 | -2.4 | 2 | 102
CC(=O)c1oc2ccccc2c1N | -2 | -3 | 5 | -1.7 | 2 | -11 | -1.3 | 12 | 94
COc1ccc(NS(=O)(=O)c2ccc(/C=C/C(=O)O)cc2)cc1S(=O)(=O)N1CCOCC1 | -1 | -5 | 24 | -2.1 | 5 | -7 | -1.8 | 17 | 105
Cc1ccc(N(CC(=O)NC(C)c2ccccc2)S(=O)(=O)c2c(C)n[nH]c2C)cc1 (stereo not given) | -6 | 1 | 12 | -2.4 | 2 | -43 | -3.0 | 18 | 96
CCOc1ccc(NS(=O)(=O)c2ccc(C(=O)NCCCN3CCOCC3)cc2)cc1 | -25 | -12 | 28 | -5.0 | -3 | 14 | -4.2 | -1 | 100
COc1ccc(Cl)cc1NC(=O)CN1CCN(C(=O)N2CCOCC2)CC1 | -1 | -2 | 4 | -3.0 | -2 | -39 | -0.8 | -7 | 100
COc1ccc(OC)c(NC(=O)CSc2nc3scc(C)c3c(=O)[nH]2)c1 | -17 | -5 | 15 | -1.4 | 3 | -32 | 0.9 | 13 | 96
COCCCNC(=O)c1ccc2c(=O)n(CC3CCCO3)c(=S)[nH]c2c1 (stereo not given) | -1 | -14 | 48 | -3.3 | 4 | -16 | -2.9 | 18 | 99
O=C(Nc1ccc(-n2cnnn2)cc1)C1CCCN1C(=O)Nc1ccc(Br)cc1 (stereo not given) | 15 | -12 | -17 | -3.4 | -3 | 3 | -5.0 | -3 | 104
COc1cc(/C=N/Nc2snc(SC)c2C#N)ccc1O | 13 | -1 | -32 | -1.5 | 3 | 22 | -2.9 | 25 | 102
COc1cc(CN(C(=S)NCC(=O)N2CCCC2)C2CCCC2)cc(OC)c1OC | -4 | 19 | -13 | -1.4 | 2 | -41 | -1.1 | 9 | 120
O=C(NC(Cc1ccccc1)C(=O)O)/C(=C\c1ccc([N+](=O)[O-])cc1)NC(=O)c1ccco1 (stereo not given) | 4 | -5 | 18 | -0.7 | 5 | -31 | 0.5 | 19 | 102
CCOC(=O)c1cc2cc(CC(=O)c3ccc(OCC)cc3O)ccc2o1 | 0 | 6 | 35 | -4.2 | 11 | 0 | -2.6 | 18 | 109
CNC(=O)CN(C#N)c1nc(N(C)C)nc(N(C)C)n1 | -2 | x | x | -2.3 | x | -4 | 4.3 | x | x
CN(C)S(=O)(=O)c1ccc(Cl)c(NC(=O)COC(=O)[C@@H]2CCCN2C(=O)c2cccs2)c1 | 6 | 2 | 12 | -3.2 | 4 | -27 | -1.2 | 16 | 104
COc1ccc(S(=O)(=O)N2CCOCC2)cc1NC(=O)COc1ccccc1OC | -1 | 4 | -9 | -0.9 | -1 | -37 | -1.4 | 1 | 101
Cc1cc2c(c(=O)n1C1CC1)C(c1cccc(Cl)c1)C(C#N)=C(N)O2 (stereo not given) | 9 | 8 | 2 | -3.4 | 3 | -10 | -1.4 | 19 | 94
CCc1ccc(NC(=O)C(=O)c2cn(CC(=O)N3CCCCC3)c3ccccc23)cc1 | -3 | 3 | 2 | 1.1 | 3 | -6 | -2.7 | -15 | 104
CC(=O)c1cnc2n(c1=O)CCS2 | 5 | 12 | 24 | -2.8 | 5 | -3 | -3.0 | -2 | 100
Cc1cc(=O)n2nc(N3CCCC3C(=O)Nc3cccc(Cl)c3C)sc2n1 (stereo not given) | 5 | -6 | -21 | -2.0 | -7 | -12 | -0.4 | -5 | 94
O=C(COc1ccccc1[N+](=O)[O-])c1ccccc1 | -1 | -10 | 35 | -2.8 | 2 | 5 | 0.5 | -4 | 90
O=C(CSc1nccn1-c1ccc(Cl)cc1)Nc1ccc2c(c1)OCO2 | 1 | -9 | 89* | -1.9 | -4 | -12 | -4.5 | -2 | 102
CN1C(=O)/C(=C/c2ccc(OCc3ccc(F)cc3)cc2)NC1=S | 3 | -5 | 2 | -4.9 | 1 | -4 | -2.7 | 5 | 94
O=C(NCCCO)c1nnc(Cc2c(F)cccc2Cl)o1 | 1 | -12 | 23 | -0.9 | 7 | -1 | -1.8 | -2 | 98
Cn1c(CNC(=O)c2ccc(Cl)cc2)nnc1SCC(=O)NC1=NCCS1 | 4 | -3 | 16 | -1.1 | 4 | -14 | -1.7 | 6 | 102

4 compounds already listed, sorted by number of heavy atoms, smallest number first:
SMILES | HCV NS3 hel inh | pCIP destab | PHOSPHO1 block | IMP-1 inhibitor | IDE cell activ | FID counter | VIM-2 inh | UBC9 SUMO inh | MEKK3 PB1 HTS
O=C(COc1ccccc1[N+](=O)[O-])c1ccccc1 | -1 | -10 | 35 | -2.8 | 2 | 5 | 0.5 | -4 | 90
CN1C(=O)/C(=C/c2ccc(OCc3ccc(F)cc3)cc2)NC1=S | 3 | -5 | 2 | -4.9 | 1 | -4 | -2.7 | 5 | 94
Cn1c(CNC(=O)c2ccc(Cl)cc2)nnc1SCC(=O)NC1=NCCS1 | 4 | -3 | 16 | -1.1 | 4 | -14 | -1.7 | 6 | 102
COc1ccc(S(=O)(=O)N2CCOCC2)cc1NC(=O)COc1ccccc1OC | -1 | 4 | -9 | -0.9 | -1 | -37 | -1.4 | 1 | 101

Later entries.
SMILES | HCV NS3 hel inh | pCIP destab | PHOSPHO1 block | IMP-1 inhibitor | IDE cell activ | FID counter | VIM-2 inh | UBC9 SUMO inh | MEKK3 PB1 HTS
O/N=C1/C2C3C(Br)C4C5CC(C1C53)C24 (stereo not given) | -1 | -8 | 16 | -2.4 | -1 | 1 | -4.7 | 12 | 103
COC(=O)CSc1nnc(-c2cccnc2)n1-c1cc(OC)cc(OC)c1 | 5 | 5 | 14 | 1.1 | -3 | -20 | -0.3 | -4 | 102
CC(=O)NS(=O)(=O)c1ccc(NC(=O)c2cc(-c3ccc(C)cc3)nc3ccccc23)cc1 | 12 | 1 | -11 | -4.5 | 3 | -28 | -1.8 | -5 | 105
COc1ccc(-c2cc(=O)oc3cc(OCC(=O)Nc4ccccn4)ccc23)cc1 | 24 | -2 | 45 | -5.0 | 9 | -11 | -1.9 | -16 | 109
Cc1ccc2nc(SCC(=O)NCc3cccs3)[nH]c2c1 | 21 | -7 | 24 | -1.0 | 5 | -10 | -2.7 | 22 | 100
O=C(CCl)N1N=C(c2ccco2)CC1c1cccs1 (stereo not given) | 5 | 0 | -6 | -0.2 | 1 | -9 | -2.0 | 10 | 97
CC(=O)Nc1nonc1-c1nc2ccccc2n1Cc1ccccn1 | -5 | -2 | 2 | 0.0 | 4 | -6 | -0.5 | 24 | 91
Cc1ccc(NC(=O)c2sc(Cl)nc2C)c(C)c1 | 2 | -1 | 9 | -1.4 | 5 | -3 | -2.3 | 2 | 84
CCOC(=O)C1CCN(C(=O)CSc2nccc(C)n2)CC1 | 5 | 6 | -35 | -3.8 | 2 | -10 | -2.7 | 1 | 99
COc1ccc(C2CC(=O)c3cnc(N)nc3C2)c(OC)c1 (stereo not given) | 4 | -7 | 15 | -2.2 | 2 | -2 | -0.4 | 34 | 96
O=C(NCc1ccco1)c1ccc(Cn2c(=O)c3sccc3n(Cc3cccc(F)c3)c2=O)cc1 | -5 | -7 | 11 | -1.3 | 4 | -19 | -1.4 | -7 | 106
O=C(COC(=O)c1n[nH]c2ccccc12)NC(=O)NC1CCCCC1 | -9 | 0 | -1 | -2.6 | 5 | -18 | -2.1 | 1 | 109
Clc1cc(Cl)cc(Nc2ncn[nH]2)c1 | 7 | 3 | -4 | -3.4 | 5 | -5 | -3.0 | 0 | 77
O=C(CCNC(=O)c1ccco1)Nc1ccc(Cl)cc1 | 5 | 11 | -10 | -2.5 | 8 | -2 | -2.5 | -12 | x
O=C1CC(N2CCC(c3nc4ccccc4o3)CC2)C(=O)N1c1ccc(Cl)c(C(F)(F)F)c1 (stereo not given) | 14 | -5 | -16 | -2.9 | 0 | -51 | -4.1 | -17 | 115
O=c1c2ccccc2nc2n1C(CSc1ccc(F)cc1)CS2 (stereo not given) | 4 | -3 | 34 | -1.5 | 1 | -6 | -2.4 | 21 | 102
CCOC(=O)N1CCN(S(=O)(=O)c2ccc(F)c(C(=O)Nc3cc(C)cc(C)c3)c2)CC1 | -3 | 0 | -25 | 0.0 | 0 | -15 | -0.9 | -4 | 96
O=C1CSC(=S)N1c1cccc(O)c1 | 13 | -6 | 33 | 2.2 | 4 | 0 | 2.9 | -18 | 105
Cc1oc(-c2cc(F)cc(F)c2)nc1CN1CCN(C(=O)c2ccco2)CC1 | 5 | -6 | 31 | -0.8 | 0 | -41 | -1.0 | 0 | 101
CC(C)NC(=O)c1ccccc1NC(=O)Cc1ccc(Br)cc1 | -10 | -16 | 43 | 0.8 | 4 | -12 | -0.3 | -5 | 82
Cc1ccc[n+](CC(=O)Nc2c(Cl)cc(Cl)cc2Cl)c1 | -4 | 2 | 1 | 0.5 | 4 | -3 | 0.1 | 15 | 68*[inhibitor]
C=C(C)Cc1c(C)c(C#N)c2nc3ccccc3n2c1N1CCCCC1 | -3 | -8 | 4 | -5.0 | 7 | -4 | -3.2 | 20 | 100
Cc1ccc2cc(CCNS(=O)(=O)c3ccc(Cl)cc3)c(=O)[nH]c2c1C | -8 | -9 | 12 | -1.4 | 2 | -33 | 2.6 | -8 | 103
CC1(C)CC(C(CCN(Cc2ccccc2)C(=O)c2ccco2)c2ccc(F)cc2)CCO1 (stereo not given) | -2 | -2 | 6 | -2.6 | -8 | -39 | -1.3 | -7 | 100
Clc1ccccc1Nc1nc(-c2cccnc2)cs1 | -3 | -5 | -17 | -3.7 | -6 | -5 | -6.0 | 12 | 103
CCOC(=O)c1ccc(-n2c(=S)sc3c(=O)[nH]c(C)nc32)cc1 | 1 | 0 | 41 | -7.0 | 4 | -5 | -2.3 | -7 | 100
CCC(=O)N(CCc1ccccc1)Cc1cc2cc3c(cc2[nH]c1=O)OCO3 | 2 | -2 | 42 | 2.4 | 1 | -4 | 0.2 | 7 | 102
Cc1ccc(N(CC(=O)NC2CCCCC2)C(=O)Cn2nnc(-c3ccc(C)o3)n2)cc1 | -6 | -6 | 52 | -1.5 | 2 | -50 | -0.7 | 39 | 105
